# Screens: PubChem, Sanford-Burnham Center for Chemical Genomics
# DUSP3 inh: VHR1 (DUSP3) phosphatase inhibition; hit rate 0.7% among 50,000; inhibition, % at 20 µM; recombinant VHR phosphatase, colorimetric substrate read-out; P51452; in the data active means inhibition above about 60%; further: some results filed as inactive read as strong as hits
# Target sequence (P51452 whole entry, looked up): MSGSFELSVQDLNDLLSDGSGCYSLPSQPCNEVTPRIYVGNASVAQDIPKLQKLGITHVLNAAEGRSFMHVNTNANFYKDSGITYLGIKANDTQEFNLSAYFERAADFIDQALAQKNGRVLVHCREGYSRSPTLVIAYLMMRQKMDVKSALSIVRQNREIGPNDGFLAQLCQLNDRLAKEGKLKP
# Numbers without * were called inactive; & = joins results of further samples. Only part of the results is shown (hit frequency here may not be typical).
SMILES,DUSP3 inh
O=C1C2C(C(=O)N1c1ccc(Br)cc1)N1CCCN1C2c1cccc([N+](=O)[O-])c1 (centres undefined),9
CC(C)(C)c1ccc(-c2nc(-c3cccc([N+](=O)[O-])c3)no2)cc1,-13
CCc1ccc(N2CC(C(=O)Nc3cccc(C)c3C)CC2=O)cc1 (centres undefined),-12
COc1cc(/C=N\n2nnnc2N)ccc1OCc1ccc(C)cc1,-60
CC1(C)Cc2ccccc2/C(=C(\Cc2ccccc2)C(N)=O)N1,-18
COc1ccccc1CNC(=O)/C=C/c1cccc([N+](=O)[O-])c1,-1
C/C(=C\C(=S)Nc1ccccc1)Nc1ccc(Cl)cc1,20
Cc1cc(C)c(-c2csc(NC(=O)c3ccc(Cl)cc3Cl)n2)c(C)c1,6
C=CCn1c(C(C)O)nc2ccccc21 (centres undefined),-16
O=C1C2C3C=CC(C3)C2C(=O)N1c1cc([N+](=O)[O-])ccc1O (centres undefined),-18
COc1cc(OC)c(/C=C2/SC(NC(C)=O)=NC2=O)cc1Br,38
CCC1CCc2c(sc(NC(=O)c3cnccn3)c2C(N)=O)C1 (centres undefined),-27
Cc1nc2c(C)c(-c3ccccc3)nn2c(C)c1Cl,-7
O=C(N/N=C/c1cc(O)ccc1[N+](=O)[O-])c1ccccn1,-36
CCOC(=O)C1=C(O)/C(=C/c2ccc(N(C)C)cc2)SC1=Nc1cccc(Cl)c1,12
Cc1nc(NC(=O)c2ccc(Cl)cc2[N+](=O)[O-])sc1C,-52
CCOC(=O)c1cn(CC)c2cc(Cl)c(-c3ccco3)c(Cl)c2c1=O,-10
COCCCNCCOCCOc1ccc(Cl)cc1C,-10
CCOC(=O)c1ccc(-n2sc3c(c2=S)-c2ccccc2NC3(C)C)cc1,-6
COc1ccc(C(=O)N2CCN(Cc3cccc(Oc4ccccc4)c3)CC2)cc1OC,-13

# Among those listed so far, these have an aryl methoxy group:
SMILES,DUSP3 inh
COc1cc(/C=N\n2nnnc2N)ccc1OCc1ccc(C)cc1,-60
COc1ccccc1CNC(=O)/C=C/c1cccc([N+](=O)[O-])c1,-1
COc1cc(OC)c(/C=C2/SC(NC(C)=O)=NC2=O)cc1Br,38
COc1ccc(C(=O)N2CCN(Cc3cccc(Oc4ccccc4)c3)CC2)cc1OC,-13

# Other compounds
SMILES,DUSP3 inh
COc1ccc(CC(=S)N2CCOCC2)cc1OC,3
COc1ccc(O)c(-c2cc(-c3ccc(F)cc3)n[nH]2)c1,-26
CCOc1ccc2nc(SCC(=O)Nc3cc(C)ccc3C)sc2c1,-12
COC(=O)c1ccc(NC(=O)c2cncc(Br)c2)cc1,-6
O=C(/C=C/c1ccco1)Nc1ccc(NC(=O)c2ccco2)cc1,19
O=C(/C=C\Nc1ccc2c(c1)OCO2)c1ccc(F)cc1,-12
CCOC(=O)c1nnc2cc(-c3ccccc3)nn2c1C,23
O=C(Nc1ccccc1C(=O)NCCc1ccccc1)c1ccccc1Cl,-3
O=C(NCCNc1ccc(Cl)cc1[N+](=O)[O-])c1cccnc1,-3
COc1ccccc1NC(=O)CC1S/C(=N\N=C(/C)c2ccc([N+](=O)[O-])cc2)NC1=O (centres undefined),2
COc1ccc(C2C3C(=O)N(c4ccccc4)C(=O)C3ON2c2ccccc2C)cc1 (centres undefined),-20
COc1cc(NC(=O)COc2ccc(Cl)cc2C)ccc1NC(=O)c1ccco1,16
Cc1ccccc1/C=C1/SC(N)=NC1=O,3
O=C(Nc1cc(C(F)(F)F)ccc1Cl)c1ccc2c(c1)OCO2,-81
CCc1ccc(NC2=C(Cl)C(=O)N(c3ccc(C)cc3)C2=O)cc1,-13
CC(=O)Oc1ccc2nc(-c3ccc(C(C)(C)C)cc3)oc(=O)c2c1,3
COc1ccc(C(=O)N2CCN(Cc3ccc(OC)c(Br)c3)CC2)cc1,-9
CCCCC(=O)Nc1nnc(Cc2ccc(Cl)cc2Cl)s1,-19
O=S(=O)(N/N=C/c1cccc(OC2CSC2)c1)c1ccccc1,10
CCc1ccc(/C=C(/C#N)c2nc3ccc(C)cc3[nH]2)cc1,-12
O=C(c1ccccc1F)N1CCN(c2cccc(Cl)c2)CC1,-7
CCOC(=O)c1ccc(-n2c(C)cc(C=C3C(=O)c4ccccc4C3=O)c2C)cc1,-22
COC(=O)c1c(NC(=O)CCC(=O)O)sc(C)c1-c1ccc(C)cc1,-3
CC1=NN(c2ccc(C)cc2)C(=O)C1C(c1ccccc1O)c1c(C)[nH]n(-c2ccc(C)cc2)c1=O (centres undefined),-27
CCOC(=O)c1c(NC(=O)/C=C/c2ccc(OC)cc2)sc2c1CCCC2,-5
Cc1ccc(-n2nc(C)c(-c3cccc([N+](=O)[O-])c3)c2C)cc1Cl,-16
O=c1c2ccccc2nc(/C=C/c2c[nH]c3ccccc23)n1-c1ccc([N+](=O)[O-])cc1,8
COc1ccc([N+](=O)[O-])cc1NC1CCCC(C)C1 (centres undefined),6
O=S(=O)(c1cc(Cl)c(O)c(Cl)c1)c1cc(Cl)c(O)c(Cl)c1,-8&-10
CCOC(=O)C(CNC(=O)c1ccccc1)(Oc1ccc(Cl)cc1)C(=O)OCC,-5
CCc1nnc(NC(=O)c2cnccn2)s1,-25
O=c1oc2ccccc2cc1-c1nc2ccccc2s1,-93
Cc1cccc(/C(N)=N/OC(=O)c2cccc(I)c2)c1,3
CC(=O)NC1=NC(=O)/C(=C\c2ccc(I)o2)S1,60
O=C(Nc1ccc2oc(-c3ccc(F)cc3Cl)nc2c1)c1ccc(Br)o1,4
Cc1ccccc1N(CC(=O)NCCc1ccc(Cl)cc1)S(=O)(=O)c1ccccc1,10
O=c1c(C=NCCCO)c(-c2ccccc2)[nH]n1-c1nc2ccccc2s1,-8
COc1ccc(C)cc1NC(=O)c1ccc(Cl)c(Cl)c1,-10
COc1ccc(CC(=O)N=Nc2c(O)n(CN3CCN(C)CC3)c3ccccc23)cc1,-8
Nc1ccc(Br)cc1C(=O)c1ccc(F)cc1,40

# Seven entries picked at random from the list so far, as already listed:
SMILES,DUSP3 inh
CC1=NN(c2ccc(C)cc2)C(=O)C1C(c1ccccc1O)c1c(C)[nH]n(-c2ccc(C)cc2)c1=O (centres undefined),-27
COc1ccc(O)c(-c2cc(-c3ccc(F)cc3)n[nH]2)c1,-26
CCOC(=O)c1ccc(-n2c(C)cc(C=C3C(=O)c4ccccc4C3=O)c2C)cc1,-22
O=S(=O)(N/N=C/c1cccc(OC2CSC2)c1)c1ccccc1,10
CCc1nnc(NC(=O)c2cnccn2)s1,-25
CC(C)(C)c1ccc(-c2nc(-c3cccc([N+](=O)[O-])c3)no2)cc1,-13
COc1ccc(CC(=O)N=Nc2c(O)n(CN3CCN(C)CC3)c3ccccc23)cc1,-8

# Continued.
SMILES,DUSP3 inh
O=C(Nc1nnc(COc2ccc(C3CCCCC3)cc2)s1)c1ccccc1,-11
Cc1ccc(-n2c(C)c([N+](=O)[O-])c3ccc(O)cc32)cc1,-22
COc1ccc(N(CC(=O)Nc2ccccc2Br)S(=O)(=O)c2ccccc2)cc1Cl,-7
COc1ccc(OC)c(NC(=O)CN(c2cccc(Cl)c2)S(=O)(=O)c2ccccc2)c1,-18
CSc1ccc(/C=C(/NC(=O)c2ccccc2)c2nc3ccccc3[nH]2)cc1,-12
COc1ccc(C2C(C(=O)OCCc3ccccc3)=C(C)NC3=C2C(=O)CCC3)cc1 (centres undefined),1
Cc1ccc(C2(C)N(O)C(C)C(c3ccccc3)=[N+]2[O-])cc1 (centres undefined),-22
COc1ccc(OC)c(/C=C2\SC(=S)N(NC(=O)c3ccccc3)C2=O)c1,-26
Cc1ccc2c(c1)C(c1ccc(Cl)cc1Cl)CC(=O)N2 (centres undefined),-4
O=C(N/N=C\c1ccccn1)c1c[nH]c2ccccc12,-11
CC(C)N(C(=O)c1ccc(C(=O)NCc2ccc(S(N)(=O)=O)cc2)cc1)C(C)C,-7
CC1=NN(c2cccc(C(=O)O)c2)C(=O)/C1=C\c1ccc(-c2ccc(Cl)c(C(=O)O)c2)o1,-12
Cc1ccccc1NC(=S)NCCOc1ccccc1Cc1ccccc1,-22
Cc1ccccc1N1CCN(C(=S)c2ccc(Cl)cc2)CC1,8
Cc1cccc(OCC(=O)Nc2ccccc2CO)c1,2
c1ccc2sc(SCCCN3CCCCC3)nc2c1,4
O=C(O)c1ccc(/C=N/Nc2nncc(=O)[nH]2)cc1,-2
CS(=O)(=O)c1ccc2nc(NC(=O)COc3ccc(Cl)cc3Cl)sc2c1,6
O=C(c1ccccc1)c1cc2c(cc1Cl)OCCO2,-11
CC(CNC(=O)c1ccc(Br)cc1)CN(C)C (centres undefined),0
O=C(O)c1cn(C2CC2)c2cc(N3CCNCC3)c(F)cc2c1=O,1
COc1c(Cl)cc(C(=O)Nc2ccc(Cc3ccncc3)cc2)cc1Cl,1
CC(=O)N=CC1=C(O)c2ccccc2C1=O,-3
O=C(c1ccco1)N1CCN(c2ccc([N+](=O)[O-])cc2Cl)CC1,-3
CCCCCCOc1ccc(N2C(=O)CC(N3CCN(c4ccccn4)CC3)C2=O)cc1 (centres undefined),-26
CCc1ccc(S(=O)(=O)Nc2cc3c(C(=O)O)c(C)oc3c3ccccc23)cc1,-18
CCOC(=O)NC(NC(=S)Nc1ccc(NC(C)=O)cc1)C(Cl)(Cl)Cl (centres undefined),-5
CC(=O)c1ccc(Nc2nc(NCCO)nc(OC(C(F)(F)F)C(F)(F)F)n2)cc1,-14
C#CCOC(=O)c1ccc(S(=O)(=O)N2CCOCC2)cc1,-25
O=C(/C=C/c1ccc(Cl)cc1)Nc1ccc(N2CCOCC2)cc1,-1
CCS(=O)(=O)C(=CNc1ccccc1)S(=O)(=O)CC,-19
O=[N+]([O-])c1cc(C(F)(F)F)ccc1Sc1nnnn1-c1ccccc1,-12
Cn1cccc1CN1CCN(C(=O)COc2ccccc2)CC1,6
CCOC(=O)c1c(NC(=O)c2ccc(Cl)cc2)sc(C(=O)Nc2cc(C(F)(F)F)ccc2Cl)c1C,-10
COc1ccc(C(=O)Nc2ccc(Cl)c(-c3nc4ccccc4s3)c2)cc1[N+](=O)[O-],-30
O=C1O/C(=C\C(=O)N2CCOCC2)c2ccccc21,-18
NC(=O)c1c(NC(=O)CN2C(=O)c3ccccc3C2=O)sc2c1CCC2,1
COc1ccc(CC(=O)O/N=C(\N)c2ccncc2)cc1OC,-17
O=C(O)C(Cc1ccccc1)N1C(=O)/C(=C/c2cccs2)SC1=S (centres undefined),43
O=C(Nc1ccc(Sc2ccc([N+](=O)[O-])cc2)cc1)c1cccs1,-10

# Some of the entries so far, with bars between the fields.
SMILES | DUSP3 inh
COc1ccccc1NC(=O)CC1S/C(=N\N=C(/C)c2ccc([N+](=O)[O-])cc2)NC1=O (centres undefined) | 2
COc1ccc(C2C3C(=O)N(c4ccccc4)C(=O)C3ON2c2ccccc2C)cc1 (centres undefined) | -20
COc1cc(NC(=O)COc2ccc(Cl)cc2C)ccc1NC(=O)c1ccco1 | 16

# (cont.)
SMILES,DUSP3 inh
COc1cc(/C=C(/C#N)C(=O)Nc2cccc(Br)c2)cc(OC)c1O,-8
Oc1cccc(-n2c(O)c(/C=C3\C=Nc4ccccc43)sc2=S)c1,-11
C=CS(=O)(=O)c1ccc(C(C)(C)C)cc1,-1
Cc1ccccc1N1C(=O)/C(=C\c2ccc(F)cc2)SC1=S,-5
CC(C)N(Cc1ccccc1)C(=O)/C=C/c1cccc([N+](=O)[O-])c1,-18
Cc1ccc(S(=O)(=O)CCc2nc3ccccc3o2)cc1C,4
COc1ccc(CCNCc2cccc(Br)c2)cc1OC,16
Cc1ccc(OC(=O)c2ccc(Br)o2)cc1,8
CCOc1ccc2nc(SCC(=O)Nc3ccc(C)cc3)sc2c1,7
COc1ccc(NC(=O)CSCCc2ccccn2)c([N+](=O)[O-])c1,15
Cc1ccc(-n2nc3ccc(NC(=O)C(C)C)cc3n2)cc1Cl,-4
O=C(Nc1nc2ccc(Cl)cc2s1)c1ccccc1[N+](=O)[O-],3
CN(Cc1ccccc1)C(=O)c1nn2c(C(F)(F)F)cc(-c3ccccc3)nc2c1Cl,-35
Cc1ccc(S(=O)(=O)Nc2ccc(Br)cc2C(=O)c2ccccc2)cc1,26
COc1cccc2c1CC/C(=C\c1ccc(N(C)C)cc1)C2=O,-12
CCOP(=O)(OCC)/C(=C(\NC(=O)c1ccccc1)C(=O)Nc1ccc(Cl)cn1)c1ccccc1,-7
Cc1cc([N+](=O)[O-])ccc1N/C=C/C(=O)c1ccc(Br)cc1,-9
O=C(CN1C(=O)c2cccc([N+](=O)[O-])c2C1=O)N1CCc2ccccc2C1,3
CN1C(=O)/C(=C\c2cn(Cc3ccccc3)c3ccccc23)SC1=S,-17
CCN(CC)C(=S)Sc1nc(Nc2ccc(OC)cc2)nc(Nc2cccc([N+](=O)[O-])c2)n1,2
CCOc1cc(C=O)ccc1OCc1c(F)cccc1Cl,8
CCCCCc1nc2sc3c(c2c(=O)n1N)CC(C)(C)OC3,-5
O=C(CSc1nc2ccccc2s1)NNC(=S)Nc1ccc(Cl)cc1,6
CCN(CC)S(=O)(=O)c1ccc(NC(=O)Nc2ccccc2)cc1,1
CN(C)c1cccc(C(=O)n2nnc3ccccc32)c1,-5
O=C1c2ccccc2C(=O)C1C1=CC(c2ccccc2)C(c2ccccc2)N=N1 (centres undefined),-45
Oc1c(Br)cc2oc3c(c2c1/C=N/n1cnnc1)CCCC3,-2
O=[N+]([O-])c1cc2c(cc1/C=N/n1cnnc1)OCO2,-5
O=C1OC(c2ccc(F)cc2)=N/C1=C\c1ccc2c(c1)OCO2,6
COc1ccc(Cl)cc1/C=C(/C#N)c1nc2ccccc2[nH]1,-4
O=C1c2ccccc2C(=O)N1c1ncc(Cc2cccc(Cl)c2Cl)s1,-7
O=C(Nc1cc([N+](=O)[O-])ccc1F)c1cccs1,4
CC(C)(C#Cc1ccc(Br)cc1)OC(=O)Nc1cccc2ccccc12,-12
COc1ccc(NC(=O)/C(=C\c2cccnc2)NC(=O)c2ccccc2)cc1,-9
Cc1cc(N2C(=O)NC(=O)/C(=C\c3sccc3C)C2=O)ccc1Br,12
Cc1ccc(Cl)cc1NC(=O)c1ccc(N(Cc2ccccc2)S(C)(=O)=O)cc1,-13
Cc1ccc(C)n1-c1ccc(Nc2ccccc2)cc1,15
Cc1cccc(C)c1NC(=O)c1c(F)c(F)c(F)c(F)c1F,-10
COc1nc(-c2ccccc2)c2cc(C)ccc2n1,3
